Screening results deposited in PubChem BioAssay by several laboratories.
FLuc act counter: affects firefly luciferase, flagging false hits in luciferase stimulation screens; P08659; ATPlite luciferase biochemical, luminescence, 10 min; 0 = ATP-free wells, 1 = DMSO control; activation factor at 10 µM; 200,000 tested, under 10 active; AID 1027;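 active means luciferase activation factor, scaled between plate controls, of at least 2 with compound at 10 µM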
Target sequence (P08659 whole entry, looked up): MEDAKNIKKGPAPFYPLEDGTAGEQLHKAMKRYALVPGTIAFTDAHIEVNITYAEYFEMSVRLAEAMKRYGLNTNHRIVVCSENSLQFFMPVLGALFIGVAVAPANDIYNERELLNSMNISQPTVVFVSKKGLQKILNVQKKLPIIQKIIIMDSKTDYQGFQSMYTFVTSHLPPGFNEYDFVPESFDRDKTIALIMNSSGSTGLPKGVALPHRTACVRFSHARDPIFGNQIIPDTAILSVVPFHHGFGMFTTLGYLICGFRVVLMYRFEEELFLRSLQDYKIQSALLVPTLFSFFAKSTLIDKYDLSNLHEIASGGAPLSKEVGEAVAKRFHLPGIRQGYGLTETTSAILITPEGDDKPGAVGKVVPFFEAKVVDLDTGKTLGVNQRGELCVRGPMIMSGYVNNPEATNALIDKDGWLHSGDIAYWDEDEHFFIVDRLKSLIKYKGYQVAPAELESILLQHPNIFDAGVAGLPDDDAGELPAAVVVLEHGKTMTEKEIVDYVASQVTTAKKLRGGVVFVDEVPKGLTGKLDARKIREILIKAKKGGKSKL
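Material: luciferase plus luciferin reagent, cell-free. Medium: PBS buffer for ATP. Also added: ATP substrate, dispensed from a 10.24 µM working solution in PBS. Doses: test compounds dosed from 2 mM stocks in 100% DMSO. Incubation: 10 min post-reagent at room temperature. Technique: light output (luminescence). Read-out basis: luminescence gain marking luciferase activators.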
Diaph act CS: diaphorase activation or chemical reduction counter-screen. Diaphorase/resazurin coupled assay, resorufin fluorescence, 16 min; hits give high values; 1 = vehicle wells, 0 = NADH-free wells. activation factor at 20 µM. actives 0.005% (n = 190,000). AID 1229;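 active means diaphorase activity raised at least twofold by the compound at 20 µM; inactive means activation factor below 2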
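Material: Clostridium kluyveri diaphorase, purified enzyme; Quantity: enzyme 0.07 U/mL final; Medium: HEPES pH 7.4 buffer with MgCl2 and Tween 20; Dosing: single compound dose of 20 µM, 1% DMSO final; Schedule: 16 min reaction at room temperature; Measured by: red resorufin fluorescence at 544/590 nm excitation/emission.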
APP 5'UTR act: APP 5'UTR luciferase reporter activation; AID 1276; actives 1% (n = 190,000); SH-SY5Y APP 5'UTR luciferase reporter, luminescence; zero percent = DMSO vehicle wells; activation, % at 2 µM;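 active means activation above a set limit, based on mean plus 3 SD of controls, cut at about 140% in these data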; further: values of inactives mirror those of a sister screen read the other way
NF-kB expr up: compounds increasing NF-kB expression in human neuronal cells; fold change at 12.5 µM; actives 1.6% (n = 190,000); AID 1239; NF-kB reporter expression; hits give high values; in the data active means fold change above about 3.3
TLR4-MyD88 BLA: inhibitors of human TLR4-MyD88 binding. O00206+Q99836. AID 861. inhibition, % at 8.4 µM. actives 0.18% (n = 200,000). HeLa CL3-4 TLR4/MyD88 BLA complementation, FRET ratio; in the data active means inhibition above about 25%;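 further: 0% = vehicle and 100% = reference inhibitor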
APP 5UTR inh: APP translation inhibition | SH-SY5Y APP 5'UTR-luciferase reporter, luminescence | inhibition, % at 2 µM | actives 0.82% (n = 190,000) | AID 1285;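 active means inhibition above a set limit, derived from the sample mean plus 3 SD, cut at about 45% in these data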; further: values of inactives mirror those of a sister screen read the other way
FLuc inhib CS: Photinus pyralis luciferase inhibition counter-screen | actives 1.5% (n = 200,000) | inhibition, % at 10 µM | ATPLite firefly luciferase biochemical luminescence, 10 min;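 active means inhibition above about 50% when tested at 10 µM, limit read from the data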
G6PDH CS: L. mesenteroides G6PDH inhibition counter-screen. Purified L. mesenteroides G6PDH, diaphorase/resazurin coupled fluorescence, 45 min. inhibition, % at 5 µM. actives 0.12% (n = 200,000). AID 1020; in the data active means inhibition above about 50%
Diaphorase inh: inhibits diaphorase or chemically oxidizes, flagging diaphorase assay artifacts. diaphorase resazurin-to-resorufin fluorescence, NADH, 16 min; bacterial (C. kluyveri) enzyme, not human. inhibition, % at 20 µM. actives 0.69% (n = 190,000). AID 1217;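 active means primary screen inhibition at 20 µM above a set limit, cut at about 50% in these data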;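 further: plate controls were DMSO with full reaction for no effect and wells lacking NADH for full effect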
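System: Bacterial diaphorase enzyme (C. kluyveri) | Incubation: 16-min room-temperature incubation before reading | Benchmarks: No-NADH positive control and DMSO neutral control | Measured by: Resorufin fluorescence 544/590 nm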
STAT1 act: increases IFN-gamma driven STAT1 reporter signal | NIH 3T3 STAT1-luciferase reporter, luminescence; 100% = IFN-gamma alone, no compound | activation (% of control), % at 5.5 µM | actives 2.6% (n = 200,000) | AID 932;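 active means activation above the screen-wide mean activation plus 3 SD, cut at about 130% in these data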;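 further: raw ratio to IFN-gamma control signal so 100% means no change and 0% no light; values of inactives mirror those of a sister screen read the other way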
* hit, by the source's call; · = no result given.

1) N#CC1=C(N)Oc2n[nH]c(CSc3ccccc3)c2C12C(=O)Nc1ccccc12 (stereo unspecified)
2) COCC(=O)N(Cc1cc2ccc(C)c(C)c2n2nnnc12)C1CCCC1
3) CC(N=C1NC(C)(C)Cc2ccccc21)C(=O)O (stereo unspecified)
4) CCn1c(-c2ccc(C)cc2)nn(CC(=O)NCCc2ccccc2)c1=S
5) COc1ccc(NC(=O)c2nc3nccc(C)n3n2)cn1
6) Cc1cc(C)c2[nH]c(=O)c(CN(Cc3ccco3)C(=O)c3cccs3)cc2c1
7) CC(C)N(CCNC(=O)c1cn(C)c2ccc(S(=O)(=O)N(C)C)cc2c1=O)Cc1ccccc1
8) CCC(CCC(=O)Nc1cccc(C(=O)O)c1)C(=O)O (stereo unspecified)

Compound	1	2	3	4	5	6	7	8
FLuc act counter	1.1	1	0.9	1	0.9	1	1.1	1
Diaph act CS	0.9	0.9	1.1	0.9	1	0.9	1.1	0.9
APP 5'UTR act	-33	-2	1	-25	7	4	·	3
NF-kB expr up	0.94	1.2	·	0.65	1.5	1.1	0.92	1.1
TLR4-MyD88 BLA	-11	-16	-23	-5	11	3	-25	6
APP 5UTR inh	33	2	-1	25	-7	-4	·	-3
FLuc inhib CS	-7	-4	5	-4	11	-4	-9	-3
G6PDH CS	6	7	-1	6	1	5	-2	-5
Diaphorase inh	15	14	-10	12	4	10	-13	7
STAT1 act	101	92	98	81	105	96	105	100

9) C=CCNC(=O)c1nn2cccnc2c1Cl
10) COc1cc(-c2nnc(COc3ccc4ccccc4c3)o2)cc(OC)c1OC
11) O=C(Nc1cccnc1)c1ccccc1NS(=O)(=O)c1ccc(F)cc1
12) CC(=O)OCCNC(=O)c1cc2ccccc2oc1=O
13) C/C(=N\OC(=O)NC1CCCCC1)c1sc(-c2ccccc2)nc1C
14) COc1ccc(C(NC(C)=O)c2cc(Cl)c3cccnc3c2O)cc1OC (stereo unspecified)
15) COCC1CCN(Cc2nc(-c3ccc4c(c3)OCO4)no2)C1 (stereo unspecified)
16) Cc1csc(=Nc2ccccc2)n1Cc1ccco1

Compound	9	10	11	12	13	14	15	16
FLuc act counter	1.1	1	1	1.1	1.1	1	1	1
Diaph act CS	0.9	0.8	1	0.9	0.8	0.3	0.9	0.9
APP 5'UTR act	-5	5	1	1	38	-50	37	10
NF-kB expr up	1.3	0.95	1	0.93	1.9	1.3	2.1	1.1
TLR4-MyD88 BLA	-4	-16	6	5	-11	-2	15	-6
APP 5UTR inh	5	-5	-1	-1	-38	50*	-37	-10
FLuc inhib CS	-6	-4	-3	-5	-6	-3	0	0
G6PDH CS	2	4	0	-7	0	10	5	16
Diaphorase inh	6	16	2	8	17	66*	8	13
STAT1 act	103	99	95	99	110	97	118	99

17) C=CCn1c(SCC(=O)NCc2ccco2)nnc1-c1ccc2ccccc2n1
18) O=C(NC(Cc1c[nH]c2ccccc12)C(=O)Nc1ccc(F)cc1)c1cccs1 (stereo unspecified)
19) COc1ccccc1CO/N=C/c1cccn1-c1nccc(N(C)C)c1C#N
20) Cc1noc(C)c1S(=O)(=O)NCCN1CCN(c2ccccc2)CC1
21) CC(=O)Oc1ccc(-c2cccc(C(=O)OCC(=O)N(C)c3ccccc3)c2)cc1
22) O=C1C2C3C=CC(C3)C2C(=O)N1c1ccc2c(c1)CCC2 (stereo unspecified)
23) COc1ccc(C)cc1S(=O)(=O)Nc1cccc(SC)c1
24) COc1ccc(-c2csc(NC(=S)NC(=O)/C=C/c3ccco3)n2)cc1OC

Compound	17	18	19	20	21	22	23	24
FLuc act counter	1	1.2	1	1.1	1	0.9	1	1
Diaph act CS	0.8	0.8	0.7	1	0.9	0.9	0.9	0.8
APP 5'UTR act	1	8	-5	10	0	-4	2	-75
NF-kB expr up	1.1	2.1	1	1.1	1.2	1.1	1.1	1.3
TLR4-MyD88 BLA	-14	6	-2	-10	-7	3	-10	-7
APP 5UTR inh	-1	-8	4	-10	0	4	-2	75*
FLuc inhib CS	-4	-19	-2	-8	-2	5	4	-5
G6PDH CS	-6	-14	-2	10	-21	0	2	5
Diaphorase inh	17	24	27	5	12	6	11	24
STAT1 act	104	98	103	106	103	100	105	96

25) O=C(c1ccc(N2CCOCC2)cc1)c1cccs1
26) COc1ccc(OCC(=O)OCCNC(=O)c2cccnc2)cc1
27) CC(=O)c1ccc(Oc2cc(C)nc(-n3nc(C)cc3C)n2)cc1
28) O=C1CC(N2CCOCC2)C(=O)N1c1ccccc1Cl (stereo unspecified)
29) COc1ccccc1NS(=O)(=O)c1cccc(NC(=O)c2nc3nc(C)cc(C)n3n2)c1
30) Cc1cc(C)n2nc(C(=O)Nc3nccs3)nc2n1
31) S=C(Nc1ccc(Cl)cc1)NC1CC2CCC(C1)N2Cc1ccccc1 (stereo unspecified)
32) CN(C)c1ccc(NC(=O)CN2CCN(CC(=O)Nc3ccc(F)cc3)CC2)cc1

Compound	25	26	27	28	29	30	31	32
FLuc act counter	0.3	1.1	1	1	1.1	1	1	1.1
Diaph act CS	0.9	0.8	1	0.9	0.9	0.8	1	0.8
APP 5'UTR act	132	2	-94	16	5	-23	6	4
NF-kB expr up	5.1*	1.2	2.3	1.4	0.9	1.6	0.64	0.94
TLR4-MyD88 BLA	-7	3	-4	-3	-3	1	1	-9
APP 5UTR inh	-132	-2	94*	-16	-5	22	-6	-4
FLuc inhib CS	66*	-10	-2	-1	-6	1	0	-6
G6PDH CS	1	-6	-7	-19	-2	-12	3	-22
Diaphorase inh	12	16	-1	6	12	21	5	16
STAT1 act	141*	103	104	95	96	127	102	106

33) Cc1ccc(C(=O)NCc2ccccc2)cc1Br
34) CS/C(=N\S(=O)(=O)c1cccs1)NC(=O)CSc1nc2ccccc2s1
35) COC(=O)c1ccc(Cl)c(NC(=O)CN2CCN(Cc3ccccc3)CC2)c1
36) O=C(CN1CCCCC1)Nc1ccc(NC(=O)c2ccccc2Cl)cc1Cl
37) CCN(C(=O)CSc1ncnc2sc(C)c(C)c12)C1CCS(=O)(=O)C1 (stereo unspecified)
38) O=C(CCCC(=O)OCC(F)(F)C(F)F)Nc1nccs1
39) O=C(CCc1nnc(Cc2ccc(-c3ccccc3)cc2)o1)NCCc1ccccn1
40) O=C(NCc1cccs1)C1CCCN1C(=O)NC1CCCCC1 (stereo unspecified)

Compound	33	34	35	36	37	38	39	40
FLuc act counter	1	1	1	1	1	1	1	1.1
Diaph act CS	0.9	0.9	0.9	0.9	0.9	0.9	0.9	0.9
APP 5'UTR act	5	0	11	9	9	31	-17	11
NF-kB expr up	1.4	1.3	1.2	1.1	0.92	1.2	1.2	1.4
TLR4-MyD88 BLA	6	6	-12	-14	8	12	7	-3
APP 5UTR inh	-5	0	-11	-9	-9	-31	17	-10
FLuc inhib CS	0	2	0	-1	0	-1	1	-6
G6PDH CS	12	-1	-2	-7	5	11	13	0
Diaphorase inh	11	10	7	13	10	6	14	8
STAT1 act	106	98	98	89	89	98	98	101

An excerpt from above in order of formula weight, largest number first:
39) O=C(CCc1nnc(Cc2ccc(-c3ccccc3)cc2)o1)NCCc1ccccn1
36) O=C(CN1CCCCC1)Nc1ccc(NC(=O)c2ccccc2Cl)cc1Cl
38) O=C(CCCC(=O)OCC(F)(F)C(F)F)Nc1nccs1

Compound	39	36	38
FLuc act counter	1	1	1
Diaph act CS	0.9	0.9	0.9
APP 5'UTR act	-17	9	31
NF-kB expr up	1.2	1.1	1.2
TLR4-MyD88 BLA	7	-14	12
APP 5UTR inh	17	-9	-31
FLuc inhib CS	1	-1	-1
G6PDH CS	13	-7	11
Diaphorase inh	14	13	6
STAT1 act	98	89	98

Later entries:
41) O=C(CSc1nccn1Cc1ccccc1)Nc1nccs1
42) COc1ccc(C(=O)NNC(=O)Cc2ccc(Cl)cc2)cc1
43) O=C1/C(=C/c2ccc(N3CCOCC3)o2)SC(=Nc2ccccc2)N1CCc1c[nH]c2ccccc12
44) COc1cc(C(=O)N2CCN(C(=O)CC(C)C)CC2)cc(OC)c1OC
45) COc1ccc2cc(C3(C)NC(=O)N(CC(=O)NCc4ccco4)C3=O)ccc2c1 (stereo unspecified)
46) CC(=O)Nc1ccc(S(=O)(=O)N[C@H](C(=O)O)C(C)C)cc1
47) C=CCn1c(SCC(=O)NC2CCCCC2)nnc1C1CCCCC1
48) CN(C)C(=O)NC(Nc1cccc([N+](=O)[O-])c1)C(Cl)(Cl)Cl (stereo unspecified)

Compound	41	42	43	44	45	46	47	48
FLuc act counter	0.9	1.1	1	1.1	1	1	1	1
Diaph act CS	0.9	0.9	0.8	0.8	0.9	0.9	0.9	1
APP 5'UTR act	42	-5	-19	-5	0	-2	3	-13
NF-kB expr up	1.3	1.1	1.2	1	1	1.2	1.1	1.3
TLR4-MyD88 BLA	8	7	14	-6	9	-2	-8	-12
APP 5UTR inh	-42	5	19	5	0	2	-3	13
FLuc inhib CS	6	-5	-5	-6	-1	-5	-4	-4
G6PDH CS	8	5	-1	-19	-2	6	5	6
Diaphorase inh	12	12	16	18	12	7	6	1
STAT1 act	111	102	90	95	104	96	99	94

A second format for some results above:
Sequence of screens: FLuc act counter, Diaph act CS, APP 5'UTR act, NF-kB expr up, TLR4-MyD88 BLA, APP 5UTR inh, FLuc inhib CS, G6PDH CS, Diaphorase inh, STAT1 act
(19) COc1ccccc1CO/N=C/c1cccn1-c1nccc(N(C)C)c1C#N
→ 1, 0.7, -5, 1, -2, 4, -2, -2, 27, 103
(20) Cc1noc(C)c1S(=O)(=O)NCCN1CCN(c2ccccc2)CC1
→ 1.1, 1, 10, 1.1, -10, -10, -8, 10, 5, 106
(21) CC(=O)Oc1ccc(-c2cccc(C(=O)OCC(=O)N(C)c3ccccc3)c2)cc1
→ 1, 0.9, 0, 1.2, -7, 0, -2, -21, 12, 103
(22) O=C1C2C3C=CC(C3)C2C(=O)N1c1ccc2c(c1)CCC2 (stereo unspecified)
→ 0.9, 0.9, -4, 1.1, 3, 4, 5, 0, 6, 100
(23) COc1ccc(C)cc1S(=O)(=O)Nc1cccc(SC)c1
→ 1, 0.9, 2, 1.1, -10, -2, 4, 2, 11, 105
(24) COc1ccc(-c2csc(NC(=S)NC(=O)/C=C/c3ccco3)n2)cc1OC
→ 1, 0.8, -75, 1.3, -7, 75*, -5, 5, 24, 96

Next results
49) CCc1ccc(OCc2nnc(SCc3ccc(C(=O)O)cc3)o2)cc1
50) CCOc1ccc(CCNC(=O)c2ccc(N3CCCC3=O)cc2)cc1OCC
51) C=CCn1cc(C(=O)NCCCOC)c(=O)c2cc(S(=O)(=O)N(CC)CC)ccc21
52) COc1ccc(OC)c(/C=N/NC(=O)c2cc(-c3ccc(C)o3)nc3ccccc23)c1
53) Cc1cc(CNC(=O)COc2ccc(C)c(C)c2)c2ccccc2n1

Compound	49	50	51	52	53
FLuc act counter	1.1	1	1.1	0.8	1
Diaph act CS	·	0.9	1	0.9	1
APP 5'UTR act	5	-11	1	3	-3
NF-kB expr up	1.2	0.9	0.96	1.1	1.6
TLR4-MyD88 BLA	-10	4	-9	-14	-3
APP 5UTR inh	-5	11	-1	-3	2
FLuc inhib CS	-6	-1	-5	19	-2
G6PDH CS	8	4	11	-4	6
Diaphorase inh	·	11	0	7	2
STAT1 act	97	97	99	100	90

Compounds as they come. About 5.6% of those tested had a hit in this group.
